Screening results deposited in PubChem BioAssay by National Center for Advancing Translational Sciences (NCATS).
Vif-APOBEC3G blk = inhibitors of Vif-APOBEC3G interaction. Q9HC16. HeLa A3G-eYFP + Vif (tagged APOBEC3G with the HIV-1 protein that degrades it), YFP fluorescence, overnight. Potency, µM (top dose mostly 46.1 µM), without a hit: at the top dose activity, negative = active, actives largely listed as inhibitors. 410,000 tested, 0.076% active. AID 602310;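 also: potency is read from the fitted curve at half-maximal effect; % is scaled to controls: 0 for no effect and ±100 for the full control effect; nearly all actives have a fitted effect of over 60% in size; hits raise eYFP signal because A3G escapes Vif-driven loss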
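HeLa cells stably expressing Vif and C-terminally eYFP-tagged A3G, seeded overnight at 37 deg C, then exposed to compound by pintool overnight at 37 deg C. Rise in yellow fluorescence (Ex 488/Em 500-530, Acumen) marks blocked Vif-driven A3G degradation.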
LDHA block = blocks human lactate dehydrogenase A | P00338 | purified LDHA, NADH/diaphorase-resazurin fluorescence; hits give low values | activity change, % (values are at about 110 or 230 µM) | 480,000 tested, 0.15% active | AID 1347041; in the data active = activity change below about -30%; inconclusive = mostly about -25% to -30%;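 also: plate controls were DMSO wells for no effect and wells without enzyme for full effect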
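Resorufin fluorescence (ex540/em590), read at 0 and 20 min after diaphorase/resazurin addition, reports the NADH left after a 5 min room-temperature reaction of 2 nM human LDH5 with 0.06 mM NADH and 0.2 mM pyruvate.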
USP1-UAF1 inh = USP1/UAF1 (human) deubiquitinase inhibition; Potency, µM (titrated, usually from 57.1 µM), for the others: top-dose activity change, negative = inhibition, most hits filed as inhibitors; 390,000 tested, 0.23% active; recombinant USP1/UAF1, Ub-Rhodamine cleavage fluorescence; AID 743255; also: potency is read from the fitted curve at half-maximal effect; % is scaled to controls: 0 for no effect and ±100 for the full control effect; nearly all actives have a fitted effect of over 60% in size; inactives centre near -12
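High-throughput fluorogenic screen: 1nM USP1/UAF1 complex, Ub-Rho substrate 150nM final, 50mM HEPES pH 7.8 with 0.5mM EDTA, 0.1 mg/ml BSA, 1mM TCEP and 0.01% Tween-20.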
TrxR1 substrate = substrates of rat thioredoxin reductase 1 | O89049 | purified TrxR1 substrate turnover, NADPH consumption readout | Potency, µM (titrated, usually from 114 µM), without a hit: top-dose activity change, negative = substrate turnover | 390,000 tested, 0.01% active | AID 588456; also: potency is read from the fitted curve at half-maximal effect; % is scaled to controls: 0 for no effect and ±100 for the full control effect; nearly all actives have a fitted effect of over 50% in size
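Rat TrxR1, dispensed at 90 nM, was prereduced with 400 uM NADPH (final) for 5 min at ~22 deg C, then incubated with compound 15 min before 400 uM selenite. A first-read NADPH fluorescence drop versus no-compound background flagged substrates.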
Vif-A3F inh = blocks the Vif interaction with APOBEC3F; AID 602313; HeLa A3F-eYFP + Vif (tagged APOBEC3F with the HIV-1 protein that degrades it), YFP fluorescence increase; Potency, µM (titrated, usually from 46.1 µM), for inactives: top-dose activity, negative = active; 390,000 tested, 0.2% active; also: potency is read from the fitted curve at half-maximal effect; % of control where 0% means no effect; nearly all actives have a fitted effect of over 65% in size
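HeLa cells stably expressing Vif plus C-terminally eYFP-tagged A3F were seeded, incubated overnight at 37 deg C, dosed with compound, incubated overnight again at 37 deg C. Yellow fluorescence (Ex 488/Em 500-530) reported blocked Vif-mediated A3F-eYFP degradation.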
PI4K2A inh = inhibitors of human PI4K2A. 420,000 tested, 0.13% active. activity change, negative = inhibition, % at 76.9 µM. purified PI4K2A, ADP-Glo luminescence, 1 h; hits give low values. Q9BTU6; in the data active = activity change below about -50%; inconclusive = mostly about -30% to -49%;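 also: -100% = wells without enzyme as full effect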
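PI4K2A activity was measured by ADP-Glo luminescence: enzyme (4 ug/mL stock) and phosphatidylinositol (1.2 mM stock) in Tris pH 7.5/MgCl2/EGTA/Triton X-100 buffer were reacted with ATP (300 microM stock) for one hour at ambient temperature.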
GRP78 ERSR act = inducers of ER stress response in human glioma cells; U87-MG GRP78 promoter luciferase reporter, 16 h; Potency, µM, for inactives: at the top dose activation, hits mostly activators; 420,000 tested, 0.02% active; also: potency is read from the fitted curve at half-maximal effect; series mostly up to about 76 µM; % of control where 0% means no effect; nearly all actives have a fitted effect of over 35% in size
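Stably transfected U87-MG glioma cells carrying a GRP78-based luciferase sensor; 16 h compound incubation. Luminescence end-point read 10 min after Bright-Glo addition at room temperature.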
RXFP1 ag = activates the human relaxin receptor RXFP1; Potency, µM (series often up to 57.5 µM), for the others: at the highest dose activation, most hits filed as activators; HEK293T-RXFP1 cAMP TR-FRET, 30 min; response scale: percent of porcine relaxin response, buffer zero; 370,000 tested, 0.3% active; also: potency is read from the fitted curve at half-maximal effect; % is scaled to controls: 0 for no effect and ±100 for the full control effect; nearly all actives have a fitted effect of over 60% in size; many of its hits are not listed in these tables
Target sequence (Q9HBX9 whole entry, looked up): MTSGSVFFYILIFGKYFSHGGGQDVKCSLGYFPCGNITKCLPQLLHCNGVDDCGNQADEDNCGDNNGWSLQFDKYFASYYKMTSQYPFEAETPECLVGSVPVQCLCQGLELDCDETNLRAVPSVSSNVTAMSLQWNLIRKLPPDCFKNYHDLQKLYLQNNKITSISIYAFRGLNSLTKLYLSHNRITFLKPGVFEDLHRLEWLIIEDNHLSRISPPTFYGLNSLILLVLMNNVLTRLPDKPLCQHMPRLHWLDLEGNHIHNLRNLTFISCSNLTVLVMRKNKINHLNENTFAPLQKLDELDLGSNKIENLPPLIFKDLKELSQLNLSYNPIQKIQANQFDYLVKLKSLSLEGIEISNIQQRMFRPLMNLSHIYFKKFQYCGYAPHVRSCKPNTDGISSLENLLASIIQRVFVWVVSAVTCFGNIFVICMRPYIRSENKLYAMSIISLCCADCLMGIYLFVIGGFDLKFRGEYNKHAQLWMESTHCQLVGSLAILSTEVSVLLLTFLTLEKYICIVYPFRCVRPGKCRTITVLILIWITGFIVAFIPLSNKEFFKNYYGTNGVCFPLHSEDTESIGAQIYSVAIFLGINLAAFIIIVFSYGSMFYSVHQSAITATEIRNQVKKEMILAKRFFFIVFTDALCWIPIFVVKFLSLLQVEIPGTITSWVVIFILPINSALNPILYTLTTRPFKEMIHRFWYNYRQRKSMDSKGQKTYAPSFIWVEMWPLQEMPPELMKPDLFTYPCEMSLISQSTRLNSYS
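HEK293T cells stably expressing RXFP1 were pretreated with the PDE4 inhibitor Ro 20174, exposed to compounds for 30 min at 37C, lysed, and cAMP was read by TR-FRET. Data normalized to buffer (basal) and 29 nM porcine relaxin (100%).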
mIDH1 inhibitor = blocks human mutant IDH1 R132H enzyme | O75874 | IDH1-R132H enzyme, NADPH consumption, diaphorase/resazurin fluorescence | Potency, µM (series often up to 76.6 µM), without a hit: at the highest dose activity change, negative = inhibition, actives largely listed as inhibitors | 390,000 tested, 0.093% active; also: potency is read from the fitted curve at half-maximal effect; % is scaled to controls: 0 for no effect and ±100 for the full control effect; nearly all actives have a fitted effect of over 65% in size
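IDH1-R132H (0.5 ug/mL) preincubated 30 min with compound, then NADPH (0.016 mM) and alpha-KG (2 mM) added; 80 min at RT, pH 7.5. Remaining NADPH coupled via diaphorase/resazurin to fluorescence (540/590 nm); concentration-response curves normalized to no-enzyme control.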
* hit, by the source's call; ? = inconclusive; · = no result given; & = joins results of further samples; [ ] = another dose, or the depositor's remark. Unless noted, calls follow the shape of the dose curve; as a rule, active = well fitted curve in the direction sought with a large enough effect; inconclusive = small, poorly fitted or top-dose-only effect, or another doubt; inactive = no such curve, though single readings can be large; an effect the other way counts as inactive or inconclusive.

Keys: A = Vif-APOBEC3G blk; B = LDHA block; C = USP1-UAF1 inh; D = TrxR1 substrate; E = Vif-A3F inh; F = PI4K2A inh; G = GRP78 ERSR act; H = RXFP1 ag; I = mIDH1 inhibitor
O=S1(=O)C[C@H](N2CCC[C@@H]2CO)[C@@H](COCc2ccccc2)N1
  A: -1%; B: -7; C: ·; D: ·; E: ·; F: -1; G: -1%; H: ·; I: ·
COC(=O)c1ccc(CSc2nc3ccccc3c(=O)n2-c2ccccc2)o1
  A: -8%; B: -8; C: ?; D: -4%; E: -9%; F: -3; G: 0%; H: 1.2%; I: 4%
COc1cccc(/C=N/N2CCN(c3ccccc3OC)CC2)c1
  A: 0%; B: -1; C: -6%; D: -2%; E: -6%; F: -8; G: 3%; H: 0.2%; I: 2%
O=c1cc(N2CCC3(CC2)OCCO3)[nH]c(=O)n1-c1ccc(Cl)cc1
  A: 2%; B: -8; C: 5%; D: 11%; E: -13%; F: -8; G: -2%; H: 0.5%; I: 2%
CS(=O)(=O)NCCCNc1ccc(C(F)(F)F)cc1[N+](=O)[O-]
  A: -2%; B: 2; C: -14%; D: -8%; E: -5%; F: 2; G: -3%; H: 6.5%; I: 1%
Cc1cc(C(=O)COC(=O)c2ccc(NC(=O)CC#N)cc2)c(C)n1CCc1ccc(F)cc1
  A: -1%; B: -2; C: -28%; D: -1%; E: -5%; F: -6; G: -2%; H: 2.6%; I: -2%
CC(C)Oc1cccc(C(=O)C2CCCN(C(=O)CCc3cnn(C)c3)C2)c1 (stereo not drawn)
  A: 0%; B: -3; C: -11%; D: -7%; E: -6%; F: -4; G: 1%; H: -0.8%; I: 5%
NNC(=O)c1ccc(COc2cccc3cccnc23)cc1
  A: -2%; B: 2; C: -20%; D: 13%; E: -14%; F: 0; G: 1%; H: -1.2%; I: 17%
COCCN1C(=O)CS/C1=C(/C#N)C(=O)NCc1ccco1
  A: -4%; B: 2; C: -9%; D: -3%; E: -30%; F: -13; G: -3%; H: 1.6%; I: 3%
NC(=O)c1sc2nc3c(cc2c1N)CCCCCC3
  A: -1%; B: -3; C: -15%; D: 10%[57.1 µM]; E: 0%; F: -10; G: 2%; H: 4.3%; I: 4%
Cc1ccc2nc(CSc3nc(C)ccc3C#N)[nH]c2c1
  A: -1%; B: -6; C: -12%; D: 19%; E: -9%; F: -15; G: -6%; H: 7.2%; I: 15%
CCOc1ccc(CCNC(=O)c2cnc(C)cn2)cc1OCC
  A: 2%; B: -2; C: -17%; D: 4%; E: -3%; F: -2; G: -3%; H: 1.3%; I: -3%
Nc1nc(N=Nc2ccc(O)cc2)cc(=O)[nH]1
  A: -1%; B: 4; C: -10%; D: ·; E: -2%; F: -13; G: -2%; H: ·; I: 3%
O=S(=O)(NCc1cn2ccsc2n1)c1ccc2c(c1)OCCO2
  A: 2%; B: -5; C: -16%; D: 1%; E: 1%; F: -2; G: -1%; H: 0.1%; I: -2%
COc1ccc(S(=O)(=O)N(CC(=O)Nc2ccc(C)cc2)c2ccc(C)cc2)cc1OC
  A: -4%; B: 0; C: -29%; D: 2%[57.1 µM]; E: 4%; F: -4; G: -5%; H: -2.3%; I: 1%
Cc1ccc(Nc2c(-c3ccc(C)o3)nc3cccc(C)n23)cc1
  A: -4%; B: 8&2; C: -18%; D: 92%&115%[activator]; E: -30%; F: -3; G: -3%; H: 7.0%; I: 3%
COc1ccc(-c2csc(NC(=O)c3cc(=O)c4ccccc4o3)n2)cc1OC
  A: -2%; B: -3; C: -14%; D: -3%[57.1 µM]; E: 0%; F: -4; G: -6%; H: 0.8%; I: 22%
CCN(CC)S(=O)(=O)c1cccc(-c2nnc(SCC(=O)c3ccc(Cl)s3)n2C)c1
  A: 2%; B: -14; C: -19%; D: -6%; E: -6%; F: -2; G: -4%; H: 3.6%; I: 3%
O=C(Nc1cccc(C(F)(F)F)c1)c1ccc2nc(N3C(=O)CCC3=O)sc2c1
  A: 0%; B: -1; C: -14%; D: 2%; E: 3%; F: 1; G: 1%; H: -0.3%; I: 4%
CCNc1nc(NCC)n2c(SC(C(=O)Nc3cc(C)ccc3OC)c3ccccc3)nnc2n1 (stereo not drawn)
  A: -9%; B: 0; C: -5%; D: -12%; E: -22%; F: -7; G: 1%; H: -0.1%; I: 2%
C[C@H](NC(=O)c1nc[nH]c1C(=O)N[C@@H](Cc1ccccc1)C(=O)OC(C)(C)C)C(=O)OCc1ccccc1
  A: 0%; B: 5; C: -33%; D: -4%[57.1 µM]; E: 4%; F: -1; G: 2%; H: 1.0%; I: -7%
CCCCN(C(=O)c1cc(OC)c(OC)c(OC)c1)C1=CC2CCC(C1)N2C (stereo not drawn)
  A: 0%; B: -7; C: 3%; D: 4%[57.1 µM]; E: 6%; F: -4; G: -2%; H: -0.2%; I: -2%
O=[N+]([O-])c1cc(/C=N/n2c(-c3cccnc3)n[nH]c2=S)ccc1Cl
  A: -10%; B: -5; C: -25%; D: -9%; E: 0%; F: -1; G: 6%; H: 2.9%; I: 2%
CCOC(=O)CN1NC2(CCC(C(C)(C)C)CC2)NC1=S (stereo not drawn)
  A: 1%; B: -3; C: -3%; D: 2%; E: -1%; F: 1; G: -2%; H: 0.9%; I: -2%
COc1ccccc1-n1c(SCC(=O)Nc2cccc(S(N)(=O)=O)c2)nc2ccccc2c1=O
  A: -1%; B: -5; C: -16%; D: 4%[57.1 µM]; E: -16%; F: 3; G: -6%; H: 0.9%; I: 0%
CCN(CCCNC(=O)c1cc2c(=O)[nH]c3ccc(C)cc3c2s1)c1ccc(C)cc1
  A: -15%; B: 9; C: -20%; D: -9%; E: -5%; F: 6; G: -1%; H: ·; I: -8%
CCCCCC(=O)Nc1cc(S(=O)(=O)N2CCCCC2)ccc1N1CCCCC1
  A: 3%; B: 1; C: -22%; D: 0%[57.1 µM]; E: -4%; F: 1; G: -1%; H: ·; I: 4%
NS(=O)(=O)c1ccc(CCNCc2cc(Br)ccc2OCc2ccccc2)cc1
  A: -2%; B: -5; C: -16%; D: -7%; E: -1%; F: 5; G: -5%; H: 0.1%; I: 1%
O=[N+]([O-])c1ccccc1Nc1ccccc1
  A: -2%; B: -4; C: -15%; D: 3%[57.1 µM]; E: 3%; F: 6; G: -3%; H: 2.3%; I: 1%
Cc1cc(NC(=O)c2c(C)noc2C)no1
  A: 5%; B: -2; C: -1%; D: 9%[57.1 µM]; E: 5%; F: 0; G: -1%; H: -1.4%; I: 2%
O=C(O)c1ccc(NC(=O)c2ccccc2Br)c(NC(=O)c2ccccc2Br)c1
  A: -3%; B: -3; C: -20%; D: 7%; E: -6%; F: -3; G: -3%; H: 4.0%; I: 7%
Cc1nc2c(-c3ccccc3)c(C)nn2c(N)c1-c1ccccc1
  A: -3%; B: -1; C: -23%; D: 36%[activator]; E: 2%; F: -1; G: -7%; H: -4.9%; I: 6%
C=CCSc1nc(C)c(CCC(C)C)c(=O)[nH]1
  A: 2%; B: 1; C: -22%; D: 1%; E: -1%; F: 4; G: -5%; H: -0.9%; I: 2%
CCOC(=O)N1CCN(C(=O)c2cc3n(n2)C(C(F)(F)F)CC(c2ccc4c(c2)OCO4)N3)CC1 (stereo not drawn)
  A: 0%; B: -3; C: -18%; D: -5%; E: -3%; F: 5; G: -3%; H: -4.2%; I: 1%
Cc1cc(=O)oc2c(CN(CC(C)C)CC(C)C)c(O)ccc12
  A: 2%; B: -2; C: -12%; D: ·; E: 2%; F: -1; G: -2%; H: 16%; I: 0%
O=C1C=C(c2cc(C(F)(F)F)cc(C(F)(F)F)c2)C[C@@H](c2ccc(Cl)cc2)C1
  A: 6%; B: 0; C: ?; D: -2%; E: 3%; F: 1; G: -5%; H: 0.3%; I: -5%[38.3 µM]
COCCN1Cc2cccc(C(=O)N3CCN(c4ccccc4)CC3)c2C1=O
  A: -7%; B: -5; C: -20%; D: 7%[57.1 µM]; E: 6%; F: 0; G: -3%; H: -1.0%; I: -6%
CCc1ccccc1-n1c(SCC(=O)N2CCCC2)nnc1-c1ccccn1
  A: -5%; B: -5; C: -19%; D: 7%; E: -17%; F: -6; G: -5%; H: 1.0%; I: 8%

Reprinted at random: 2 records from the list.
Keys: A = Vif-APOBEC3G blk; B = LDHA block; C = USP1-UAF1 inh; D = TrxR1 substrate; E = Vif-A3F inh; F = PI4K2A inh; G = GRP78 ERSR act; H = RXFP1 ag; I = mIDH1 inhibitor
Cc1cc(=O)oc2c(CN(CC(C)C)CC(C)C)c(O)ccc12
  A: 2%; B: -2; C: -12%; D: ·; E: 2%; F: -1; G: -2%; H: 16%; I: 0%
C=CCSc1nc(C)c(CCC(C)C)c(=O)[nH]1
  A: 2%; B: 1; C: -22%; D: 1%; E: -1%; F: 4; G: -5%; H: -0.9%; I: 2%

The list is partial; rates above refer to the full screens.
